# Neddyl block: inhibitors of human cullin neddylation; calls only at 25 µM; P61081+Q13564; AID 651699; hit rate 0.58% among 360,000; TR-FRET cullin neddylation, biochemical; in the data active = inhibition above about 36%
# FAS TE block: inhibitors of human fatty acid synthase thioesterase domain; inhibition, % at 15 µM; hit rate 0.67% among 360,000; P49327; recombinant FAS-TE, OMFH fluorogenic substrate, fluorescence endpoint;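 active = compounds whose normalised, plate-corrected inhibition of enzyme fluorescence in the single-dose primary screen is 50% or more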;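 note: 0% = DMSO with enzyme and 100% = substrate without enzyme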
# bovine MsrA act: activates bovine MsrA enzyme; hit rate 0.3% among 360,000; purified bovine MsrA, absorbance read-out; activation, % at 10.6 µM; in the data active = activation above about 7.5%;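 note: 0% = vehicle and 100% = reference activator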
# TbMetRS inhib: blocks T. brucei methionyl-tRNA synthetase activity. inhibition, % at 11.9 µM. AID 624268. hit rate 0.4% among 360,000. purified T. brucei MetRS, ATP depletion, Kinase-Glo luminescence;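 active = inhibition above a per-plate cutoff of the control wells' mean inhibition plus 3 SD, cut at about 5.5% in these data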;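 note: 0% = DMSO wells median and 100% = median of wells with control inhibitor compound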
#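 Dosing: 11.9 µM single point; system: parasite MetRS enzyme; technique: luminescence of leftover ATP; times: 15 min enzyme-compound preincubation, 2 h reaction, 10 min detection, 25 °C; replicates: each compound tested once; read-out basis: percent inhibition relative to median high and low control wells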
# eLon inh: E. coli protease La inhibition; P0A9M0; hit rate 0.42% among 360,000; purified E. coli Lon protease, fluorescence polarization; inhibition, % at 7.94 µM; in the data active = inhibition above about 13%, passing the limit was not always enough;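 note: 0% = enzyme with probe and DMSO and 100% = no enzyme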
# PABP1 MLLE inh: blocks PAM2 peptide binding to the PABP1 MLLE domain; P11940; GST-MLLE / FITC-PAM2 fluorescence polarization; inhibition, % at 20 µM; hit rate 0.36% among 360,000; AID 588489; in the data active = inhibition above about 35%, passing the limit was not always enough;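 note: plate controls were DMSO wells with GST-MLLE for no effect and wells lacking GST-MLLE protein for full effect; some results filed as inactive read as strong as hits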
# Target sequence (P11940 whole entry, looked up, the tested form may be a part): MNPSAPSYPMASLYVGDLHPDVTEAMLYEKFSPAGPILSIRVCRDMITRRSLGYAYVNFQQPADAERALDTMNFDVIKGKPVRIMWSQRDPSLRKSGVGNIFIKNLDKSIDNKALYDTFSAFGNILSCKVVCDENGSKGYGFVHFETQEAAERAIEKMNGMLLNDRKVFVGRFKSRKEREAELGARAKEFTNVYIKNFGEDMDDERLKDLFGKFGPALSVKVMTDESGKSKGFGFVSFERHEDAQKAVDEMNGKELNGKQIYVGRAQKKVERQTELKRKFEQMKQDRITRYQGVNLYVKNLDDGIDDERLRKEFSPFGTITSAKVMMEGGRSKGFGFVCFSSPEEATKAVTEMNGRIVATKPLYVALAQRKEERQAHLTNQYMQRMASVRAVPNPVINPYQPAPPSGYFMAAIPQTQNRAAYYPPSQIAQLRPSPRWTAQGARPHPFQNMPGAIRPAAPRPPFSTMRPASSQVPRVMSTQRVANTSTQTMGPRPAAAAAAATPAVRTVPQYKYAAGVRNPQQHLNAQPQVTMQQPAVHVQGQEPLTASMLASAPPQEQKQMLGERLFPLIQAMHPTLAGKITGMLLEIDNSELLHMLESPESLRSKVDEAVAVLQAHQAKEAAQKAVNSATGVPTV
# CSN inh: inhibitors of human CSN-mediated cullin deneddylation; Q92905; Purified CSN, SCF-Nedd8-OG deneddylation, fluorescence polarization; inhibition, % at 12.5 µM; hit rate 0.38% among 360,000;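 active = pattern-corrected inhibition above about 35%, with an unprinted fluorescence ratio check between 0.5 and 1.5, limit read from the data, passing the limit was not always enough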;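 note: 0% = enzyme with substrate and 100% = substrate without enzyme; some results filed as inactive read as strong as hits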
# Target sequence (Q92905 whole entry, looked up, one chain of several): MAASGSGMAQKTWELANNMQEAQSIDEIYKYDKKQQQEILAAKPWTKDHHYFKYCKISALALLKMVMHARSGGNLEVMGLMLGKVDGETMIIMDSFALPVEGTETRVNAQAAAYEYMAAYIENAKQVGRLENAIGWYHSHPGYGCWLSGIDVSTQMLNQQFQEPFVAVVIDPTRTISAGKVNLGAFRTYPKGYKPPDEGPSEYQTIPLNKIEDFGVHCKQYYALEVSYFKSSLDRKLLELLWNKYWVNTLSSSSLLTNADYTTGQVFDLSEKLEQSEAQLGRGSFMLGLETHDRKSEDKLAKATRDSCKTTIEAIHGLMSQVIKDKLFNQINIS
#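 assay system = purified human Csn5 enzyme expressed in HEK293T cells | amount = 0.24 nM enzyme | buffer or medium = Tris/NaCl/DTT buffer, pH 7.5 | reagent = 10 nM SCFSkp2-Nedd8OG | compound = one concentration, 12.5 µM, 0.25% DMSO | times = 90 min reaction at room temperature | signal = FP | read-out basis = % inhibition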
# Rin1-Abl PPI inh: blocks binding of human Rin1 to Abl. inhibition, % at 7.35 µM. TR-FRET Rin1/Abl binding, biochemical. hit rate 0.4% among 360,000. P00519+Q13671; in the data active = inhibition above about 5%, passing the limit was not always enough
# MsrA inhibitor: inhibitors of bovine MsrA; inhibition, % at 15.5 µM; purified bovine MsrA, absorbance read-out; hit rate 0.75% among 360,000; in the data active = inhibition above about 4.5%;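 note: 0% = vehicle wells with enzyme and 100% = reference inhibitor wells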
# The depositor's hits bear a star; i = inactive; / = no result given.
(1) CCCOc1ccc(OCCCCNC(C)CC)cc1 (stereo not drawn)
(2) COc1ccc(-c2cc(CNS(=O)(=O)c3cc(OC)ccc3OC)on2)cc1
(3) CON(C)C(=O)CCN(Cc1ccccc1)C(=O)OC(C)(C)C
(4) Cc1c(C(=O)OCc2ccccc2)[nH]c2c1C(=O)CC(c1ccco1)C2 (stereo not drawn)
(5) OCCOc1ccc(C2=NCCO2)cc1
(6) Cc1ccc(NN=C2c3ccccc3-c3ccccc32)cc1

screen / no.,1,2,3,4,5,6
Neddyl block,i,i,i,i,i,i
FAS TE block,-2,0,-8,8,-4,29
bovine MsrA act,-5,-2,-1,-4,-4,-3
TbMetRS inhib,-0.2,0.4,-0.1,-0.3,0.0,-0.4
eLon inh,-6,-1,6,-12,-2,-4
PABP1 MLLE inh,2,2,-9,8,-8,32
CSN inh,-9,-6,-7,19,-5,7
Rin1-Abl PPI inh,7,1,0,-4,-1,-3
MsrA inhibitor,0.5,-1.3,0.8,/,-1.8,0.3

(7) CCn1c(CC(=O)Nc2ccc(F)cc2)nnc1SCC(=O)NC1CCCC1
(8) CC(C)c1ccc(OCC(=O)NC2CCCC2)cc1
(9) COc1ccc(S(=O)(=O)Nc2ccc(N3CCOCC3)cc2)cc1[N+](=O)[O-]
(10) Cc1ccccc1S(=O)(=O)N(C)C[C@H]1OCc2cnnn2CCCC(=O)N([C@@H](C)CO)C[C@H]1C
(11) Cc1ccc(O)c(NC(=O)CSc2n[nH]c(C)c2[N+](=O)[O-])c1
(12) S=c1[nH]nc(C2CCCCC2)n1/N=C/C=C/c1ccccc1

screen / no.,7,8,9,10,11,12
Neddyl block,i,i,i,i,i,i
FAS TE block,-5,1,-10,-7,1,17
bovine MsrA act,-11,-3,-1,-2,-2,2
TbMetRS inhib,-0.9,-0.2,0.2,-1.1,1.0,-0.9
eLon inh,-4,-1,-6,0,3,-6
PABP1 MLLE inh,-6,-15,-19,6,-1,-32
CSN inh,3,-3,-3,3,-4,5
Rin1-Abl PPI inh,0,1,1,1,0,-3
MsrA inhibitor,-0.8,0.5,0.9,-0.2,0.3,2.6

(13) C=CSc1sc(Cl)c(N2CCOCC2)c1[N+](=O)[O-]
(14) N=C(N)Cc1ccccc1Sc1ccccc1
(15) S=c1nc(C23CC4CC(CC(C4)C2)C3)[nH][nH]1
(16) CCC(CO)Oc1cc(NC(=O)c2cccc([N+](=O)[O-])c2)c2ncn(C(C)C)c2c1 (stereo not drawn)
(17) COc1cc2c(cc1OC)[C@@H](NC(=O)CCc1ccccc1)[C@H](O)C2
(18) Cc1cc(/C=N/N2CCN(C)CC2)c(C)n1-c1ccc(Cl)cc1

screen / no.,13,14,15,16,17,18
Neddyl block,i,i,i,i,i,i
FAS TE block,-1,-11,-7,5,-5,-6
bovine MsrA act,-3,-9,-1,-2,-2,-7
TbMetRS inhib,-0.1,-1.2,-0.1,0.3,0.8,-1.0
eLon inh,-17,0,-2,9,-3,1
PABP1 MLLE inh,30,15,31,-4,9,-2
CSN inh,-4,-5,3,1,-6,0
Rin1-Abl PPI inh,-6,-2,-2,-1,0,0
MsrA inhibitor,1.3,0.7,0.8,0.8,1.3,-0.7

(19) COc1ccc(NC(=O)COC(=O)CCOc2ccccc2C)cc1Cl
(20) COC(=O)c1ccc(CN2CCCC(CNC(=O)Cc3ccc(OC)cc3)C2)cc1 (stereo not drawn)
(21) O=C(Nc1cc(C(F)(F)F)ccc1Cl)C(NCc1ccccc1)c1ccccc1 (stereo not drawn)
(22) C#CCOCCOCCOCCNc1nc(N2CCN(C(=O)[C@H](CCCN=C(N)N)n3cc(C(N)[C@@H](C)CC)nn3)CC2)nc(N2CCN(C(=O)[C@H](CC(N)=O)n3cc([C@@H](N)C(C)C)nn3)CC2)n1 (stereo partly drawn)
(23) C[C@H](CO)N1C[C@H](C)[C@@H](CN(C)S(=O)(=O)c2cccs2)Oc2c(NC(=O)C3CCCCC3)cccc2C1=O
(24) CCN(CCCNC(=O)CN(C)S(=O)(=O)c1cccc2nsnc12)c1cccc(C)c1

screen / no.,19,20,21,22,23,24
Neddyl block,i,i,i,i,i,i
FAS TE block,12,-3,33,-13,-11,7
bovine MsrA act,-2,-2,-2,-5,-11,2
TbMetRS inhib,-0.5,0.1,-0.3,-0.4,-0.3,-1.6
eLon inh,-4,-1,-11,9,4,10
PABP1 MLLE inh,-8,-9,-8,-8,2,4
CSN inh,-4,-3,2,0,-4,4
Rin1-Abl PPI inh,0,-3,0,1,1,-2
MsrA inhibitor,-0.7,1.5,-0.4,-1.8,0.5,0.1

(25) N#Cc1cccc(NC(=O)Cn2c3[n+](c4ccc(C(F)(F)F)cc42)CCCCC3)c1
(26) Cc1ccc(-n2c(SCC(=O)N3CCCCC3)nc(O)c(Cc3ccccc3)c2=O)cc1
(27) Cc1ccc(C(=O)Nc2ccccc2-c2ccccc2)cc1S(=O)(=O)Nc1ccccc1
(28) COc1ccc(S(=O)(=O)N2CCOCC2)cc1NC(=O)CSc1n[nH]c(=O)n1C1CC1
(29) CCCC(C)NC(=O)CSc1nnc2ccccn12 (stereo not drawn)
(30) O=C(NCCOCCOCCNC(=O)c1cccnc1)c1cccnc1

screen / no.,25,26,27,28,29,30
Neddyl block,i,i,i,i,i,i
FAS TE block,9,-7,25,-3,-2,0
bovine MsrA act,-4,-1,-3,-2,-5,-1
TbMetRS inhib,0.9,-0.1,-0.2,-0.1,-0.1,-0.3
eLon inh,-7,0,-1,-9,2,-1
PABP1 MLLE inh,-102,11,-19,-4,9,-61
CSN inh,0,3,3,0,-4,-1
Rin1-Abl PPI inh,1,1,4,-1,-1,-1
MsrA inhibitor,-2.3,0.6,4.8*,-1.6,0.5,-0.5

(31) CC(=O)Nc1ccc(NC(=O)c2cc(S(=O)(=O)N3CCCCC3)ccc2C)cc1
(32) C=C(C)Cn1c(SCC(=O)N/N=C/c2ccccc2)nc2ccccc2c1=O
(33) Cc1cc(=O)oc2cc(OCC(=O)NCCCN3CCOCC3)ccc12
(34) CN(Cc1cccs1)CC(O)COCc1ccco1 (stereo not drawn)
(35) Cn1c(=S)[nH]c2scc(-c3cccs3)c2c1=O
(36) C=CCOc1cccc(C2/C(=C(\O)c3ccc4c(c3)OCCO4)C(=O)C(=O)N2CCN2CCOCC2)c1 (stereo not drawn)

screen / no.,31,32,33,34,35,36
Neddyl block,i,i,i,i,i,i
FAS TE block,-4,7,-6,-7,-2,-2
bovine MsrA act,-2,-9,-7,-10,6,-4
TbMetRS inhib,-0.2,-0.6,-1.0,-0.5,-0.5,0.3
eLon inh,-5,-4,-3,-2,-4,-7
PABP1 MLLE inh,3,12,3,-4,-3,11
CSN inh,3,-15,2,-2,-4,2
Rin1-Abl PPI inh,0,-2,-2,-4,-5,-4
MsrA inhibitor,0.4,0.4,1.8,-0.8,3.2,2.4

(37) CC(OC(=O)c1cc(S(=O)(=O)N2CCOCC2)ccc1F)C(=O)NC1CCCC1 (stereo not drawn)
(38) Cc1cc(C)cc(N2CC(C(=O)Nc3cc(C)on3)CC2=O)c1 (stereo not drawn)
(39) CCOC(=O)C(NCc1ccc2c(c1)OCO2)(NC(=O)CC)C(F)(F)F (stereo not drawn)
(40) O=C(CN1C(=O)NC2(CCCC2)C1=O)Nc1cc(Cl)ccc1Oc1ccccc1
(41) COc1ccc(/C(N)=N/OC(=O)Oc2ccccc2)cc1OC
(42) CC(C)c1nc(SCC(=O)NC(=O)NC(C)(C)C)n[nH]1

screen / no.,37,38,39,40,41,42
Neddyl block,i,i,i,i,i,i
FAS TE block,-10,-2,-6,10,-15,-4
bovine MsrA act,1,-3,-2,-2,-7,-13
TbMetRS inhib,-0.3,-0.5,0.3,-0.2,-1.0,-1.5
eLon inh,0,-9,-11,3,-7,2
PABP1 MLLE inh,6,-6,9,-16,1,-7
CSN inh,-4,3,2,0,1,-4
Rin1-Abl PPI inh,-2,0,-5,3,2,1
MsrA inhibitor,0.7,-0.2,0.0,0.5,-1.5,-0.1

(43) CCOC(=O)c1cc2occc2n1CC(=O)N1CCOCC1
(44) COc1cccc(O)c1CN1CCC(Oc2ccc(C(=O)NCc3ccccn3)cc2)CC1
(45) CCCCNC(=O)c1ccc(NC(C)=O)c(Cl)c1
(46) O=[N+]([O-])c1cccc(C=NNC(=S)NC23CC4CC(CC(C4)C2)C3)c1
(47) COc1ccccc1CNC(=O)CN1C(=O)NC2(CCCc3sccc32)C1=O (stereo not drawn)
(48) C=C(C)COc1cc2oc(=O)c(CC(=O)N3C[C@H]4C[C@@H](C3)c3cccc(=O)n3C4)c(C)c2cc1Cl

screen / no.,43,44,45,46,47,48
Neddyl block,i,i,i,i,i,/
FAS TE block,-3,-7,-1,9,-1,-3
bovine MsrA act,-4,0,-3,-1,-2,-1
TbMetRS inhib,-0.6,-0.4,-0.3,-0.6,-0.6,0.4
eLon inh,-1,2,-2,10,3,2
PABP1 MLLE inh,-10,9,1,6,1,-8
CSN inh,-1,0,-3,-4,5,13
Rin1-Abl PPI inh,1,4,2,1,2,-3
MsrA inhibitor,1.0,-1.5,1.2,-1.4,0.8,1.2

# Four compounds from above, limited to eLon inh and bovine MsrA act.
No.	SMILES	eLon inh	bovine MsrA act
5	OCCOc1ccc(C2=NCCO2)cc1	-2	-4
6	Cc1ccc(NN=C2c3ccccc3-c3ccccc32)cc1	-4	-3
7	CCn1c(CC(=O)Nc2ccc(F)cc2)nnc1SCC(=O)NC1CCCC1	-4	-11
8	CC(C)c1ccc(OCC(=O)NC2CCCC2)cc1	-1	-3

# The results go on:
(49) COc1ccc(N=C2NC(=O)/C(=C\C=C\c3ccccc3)S2)cc1
(50) COc1ccc(NC2CC(=O)N(c3cc([N+](=O)[O-])ccc3C)C2=O)cc1 (stereo not drawn)
(51) CCN1C(=O)CSC1=Nc1ccc(C(=O)O)cc1
(52) CCOC(=O)c1ccccc1NS(=O)(=O)c1ccccc1
(53) CC(C)COC(=O)c1cccc2c1-c1ccccc1/C2=N\O
(54) CC(C)(C)N1CC(C(=O)Nc2ccc(C(N)=O)cc2)CC1=O (stereo not drawn)

screen / no.,49,50,51,52,53,54
Neddyl block,i,i,i,i,i,i
FAS TE block,4,12,-2,9,-67,-5
bovine MsrA act,-3,-6,0,-11,-2,1
TbMetRS inhib,-0.5,-0.9,1.5,-1.3,0.0,-0.3
eLon inh,-10,-6,-2,2,0,-4
PABP1 MLLE inh,-7,12,-20,5,2,-4
CSN inh,-2,-2,-1,-3,1,0
Rin1-Abl PPI inh,0,5,1,-1,-1,-1
MsrA inhibitor,0.3,-0.3,0.2,-1.2,0.6,0.2

(55) COc1ccc(OCCOC(=O)c2nc3nccc(C)n3n2)cc1
(56) COC(=O)C(c1cc(OC)c(O)c(OC)c1)(N1CCNC(C)C1)C(F)(F)F (stereo not drawn)
(57) CCCC(=O)Nc1ccc(Cl)c(NC(=O)c2cccc(OC)c2)c1
(58) C[C@@H]1CN([C@H](C)CO)C(=O)CCCn2nncc2CO[C@@H]1CN(C)S(=O)(=O)c1ccc(F)cc1
(59) COC(=O)/C=C1/N/C(=N\c2nc(C)cc(C)n2)N(c2ccc(Cl)cc2)C1=O

screen / no.,55,56,57,58,59
Neddyl block,i,i,i,i,i
FAS TE block,-4,-8,-2,-7,-10
bovine MsrA act,-4,0,4,-3,-4
TbMetRS inhib,-0.4,-0.5,1.6,-0.6,-0.4
eLon inh,-4,4,-4,-8,-2
PABP1 MLLE inh,-14,0,3,-4,16
CSN inh,4,5,-3,1,0
Rin1-Abl PPI inh,0,-3,0,3,-1
MsrA inhibitor,0.1,0.5,3.7,0.0,2.2
